# Screens deposited in PubChem BioAssay by several laboratories.
# Pf gametocyte: kills late stage P. falciparum gametocytes | P. falciparum stage V gametocytes, ATP luminescence, 24 h | inhibition, % at 10.9 µM | 150,000 compounds, 0.065% hits;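 active means inhibition above the mean plus 3 SD of compounds within the control limits, set per campaign, cut at about 38% in these data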;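 further: 0% = DMSO wells and 100% = medium only without gametocytes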
# RGS8-Gao: regulators of human RGS8-Galphao interaction. P09471. multiplexed bead flow cytometry, RGS8-Galphao binding; actives lie on both sides. response (percent of control binding), % at 10 µM. 220,000 compounds, 0.34% hits. AID 1423; in the data active means response below about 60% or above about 140%; inactive means in between;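 further: Galphao activated as the GDP aluminium fluoride complex binding bead-coupled RGS8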
# Target sequence (P09471 whole entry, looked up): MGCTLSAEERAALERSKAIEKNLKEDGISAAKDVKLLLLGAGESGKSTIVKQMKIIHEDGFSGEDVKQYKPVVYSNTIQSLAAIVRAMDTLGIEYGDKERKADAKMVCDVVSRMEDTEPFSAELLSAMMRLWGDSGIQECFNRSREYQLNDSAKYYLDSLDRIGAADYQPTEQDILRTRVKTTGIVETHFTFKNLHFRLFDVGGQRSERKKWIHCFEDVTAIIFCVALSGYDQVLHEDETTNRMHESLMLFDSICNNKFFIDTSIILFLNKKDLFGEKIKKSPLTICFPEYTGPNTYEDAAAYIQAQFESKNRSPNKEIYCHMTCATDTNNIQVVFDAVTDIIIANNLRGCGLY
# Mcl1 Noxa PPI: disrupts binding of human Mcl-1 to Noxa peptide; AID 1022; inhibition, % at 21.7 µM; Q07820; TR-FRET Mcl-1/Noxa peptide binding, 2 h; 220,000 compounds, 1.5% hits;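 active means compounds that cut the protein-peptide binding signal by more than 50% relative to plate controls in a single-dose test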;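 further: His-tagged Mcl-1 with rhodamine Noxa BH3 peptide and terbium anti-His antibody; 0% = Mcl-1 plus Noxa peptide wells and 100% = peptide-only wells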
# Target sequence (Q07820 whole entry, looked up): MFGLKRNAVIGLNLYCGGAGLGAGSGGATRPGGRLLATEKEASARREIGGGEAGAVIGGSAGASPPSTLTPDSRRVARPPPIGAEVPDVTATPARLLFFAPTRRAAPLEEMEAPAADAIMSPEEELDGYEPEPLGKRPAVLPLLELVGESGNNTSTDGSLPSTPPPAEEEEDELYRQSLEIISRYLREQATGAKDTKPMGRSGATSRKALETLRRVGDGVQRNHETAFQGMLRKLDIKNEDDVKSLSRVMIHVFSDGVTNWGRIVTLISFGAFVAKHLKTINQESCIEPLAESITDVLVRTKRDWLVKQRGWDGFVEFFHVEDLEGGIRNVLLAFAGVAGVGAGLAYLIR
# Mcl1-Bid inh: disrupts binding of human Mcl-1 to Bid peptide | Q07820 | TR-FRET Mcl-1/Bid-Dy647 peptide binding, 1536-well | inhibition, % at 21.7 µM | 220,000 compounds, 0.97% hits | AID 1021;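 active means compounds that cut the binding signal by more than half at the single screening dose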;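 further: His-tagged Mcl-1 with europium anti-His antibody binding Bid BH3 peptide; 0% = Mcl-1 plus peptide wells and 100% = peptide-only wells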
# An asterisk follows results filed as active.
# The first 5 entries, ahead of the listing:
SMILES,Pf gametocyte,RGS8-Gao,Mcl1 Noxa PPI,Mcl1-Bid inh
Cc1onc(-c2ccccc2)c1CNC(=O)Nc1ccc(F)cc1F,-6,98,7,10
O=C1c2cccc3cccc(c23)C(=O)N1Cc1cccnc1,-25,101,8,0
Nc1nc(Cl)cc(Oc2ccccc2F)n1,13,103,-5,-24
Cc1nn(-c2ccccc2)c(C)c1/C=N/n1c(-c2ccccc2Br)n[nH]c1=S,5,104,-4,-59
COc1ccccc1N(C)S(=O)(=O)c1ccc(C(=O)NC2CCCCCC2)cc1,6,102,-11,-11

# All compounds of this part, from the start:
SMILES,Pf gametocyte,RGS8-Gao,Mcl1 Noxa PPI,Mcl1-Bid inh
Cc1onc(-c2ccccc2)c1CNC(=O)Nc1ccc(F)cc1F,-6,98,7,10
O=C1c2cccc3cccc(c23)C(=O)N1Cc1cccnc1,-25,101,8,0
Nc1nc(Cl)cc(Oc2ccccc2F)n1,13,103,-5,-24
Cc1nn(-c2ccccc2)c(C)c1/C=N/n1c(-c2ccccc2Br)n[nH]c1=S,5,104,-4,-59
COc1ccccc1N(C)S(=O)(=O)c1ccc(C(=O)NC2CCCCCC2)cc1,6,102,-11,-11
COC(=O)c1sc(SC)c(S(=O)(=O)C(C)C)c1N/N=C(\C#N)S(=O)(=O)c1ccccn1,-9,96,-2,-24
CC(C[N+](C)(C)C)OC(=O)C1(c2ccccc2)CCCC1 (stereo unspecified),-15,104,-18,-42
COc1cc2c(cc1OC)CN(C(=O)c1cccc([N+](=O)[O-])c1)CC2,19,99,-5,-9
Cn1nc([N+](=O)[O-])nc1Sc1nnnn1-c1cccc(C(=O)O)c1,-11,99,-15,-9
Nc1c(C(=O)O)sc2nc(-c3ccccc3)cc(-c3ccc(Cl)cc3)c12,-5,102,41,30
O=C(c1cc2cccc([N+](=O)[O-])c2oc1=O)N1CCOCC1,23,100,-12,-7
COc1ccc2c(C)cc3n[nH]c(=S)n3c2c1,8,101,25,-15
CCC(c1nnc(SCC(=O)Nc2cccc(S(N)(=O)=O)c2)n1Cc1ccccc1)N(C)C (stereo unspecified),-1,100,1,-32
COC(=O)C(=O)/C=C(\O)c1c(C)cc(C)cc1C,12,102,15,-9
Cc1nc(-c2ccc(Cl)cc2)sc1C1(C)CC(c2cccc(F)c2)=NO1 (stereo unspecified),4,100,-14,-22
CC(C)CCCC(C)CCOC(=O)CN1CCCC1 (stereo unspecified),12,106,-7,-3
CN(C)c1ccc(/C=N/NC(=O)c2ccc(NC(=O)c3ccccc3)cc2)cc1,18,102,31,-77
COc1ccc(NC2c3ccccc3C(=O)N2c2cccnc2)cc1 (stereo unspecified),1,98,-3,-40
Cc1nc(CC(=O)N/N=C/c2ccc(OCC(=O)O)cc2)cs1,11,97,19,-68
COC(=O)/C=c1\[nH]c2nnc(C)n2c1=O,7,100,-2,-10
Cc1cccc(-n2nnnc2SCC(=O)NCC2CCCO2)c1 (stereo unspecified),-8,102,11,-1
Cc1onc(-c2ccccc2)c1C(=O)N=C(N)c1ccc(C(F)(F)F)cc1,11,101,13,-11
O=C(O)CCc1ccc(-c2ccc(Br)cc2)n1NC(=O)c1ccc([N+](=O)[O-])cc1,-2,100,-11,-22
FC(F)C(F)(F)c1cc(-c2ccc(Cl)cc2)n[nH]1,-3,104,-12,4
CCC1=C2CC[C@H]3C(=O)NC(=O)[C@H]3[C@H]2[C@@]2(Cc3ccccc3)C(=NCC(=O)OC)OC(=O)N2C1=O,6,92,5,-28
COc1cc(C(=O)O)cc(NC(=O)c2ccco2)c1OC,-35,101,25,-9
CN(C)c1ccc(P(=O)(OCc2ccccc2)C(O)c2ccc(Br)cc2)cc1 (stereo unspecified),-23,101,-2,-80
Cn1cccc1CC(=O)N/N=C/c1ccc(Cl)cc1,-16,103,1,-11
COc1ccc(C(=O)/C=C/Nc2cc(C)ccn2)cc1,20,99,-5,-9
NC(=S)COc1ccccc1,6,102,-5,2
CC1CCN(C2=C(NS(=O)(=O)c3ccccc3)C(=O)c3ccccc3C2=O)CC1,-7,100,1,-13
CC(C)Cn1c([N+](=O)[O-])nc2c1c(=O)[nH]c(=O)n2C,5,102,2,2
O=c1c2ccccc2nnn1-c1ccc(Br)cc1,15,101,-11,-12
Cn1nc(C(F)(F)F)c(-c2cccc(C(F)(F)F)c2)c1NC(=O)Nc1ccc(F)cc1,-7,100,18,5
COc1ccc(N(CCC(=O)O)S(=O)(=O)c2ccc(C)c(C)c2)cc1,-40,101,14,6
Cc1ccc(C(=O)Nc2ccc(Oc3cccc(C(F)(F)F)c3)nc2)cc1,-3,99,-20,-12
Cc1csc2c(NC3CCN(Cc4ccccc4)CC3)ncnc12,-14,100,8,-17
O=[N+]([O-])c1ccc(O)c(C2=NNC(c3ccccc3F)C2)c1 (stereo unspecified),-13,99,-1,-52
CCCC(=O)Nc1ccc(-c2csc(NNC(C)=O)n2)cc1,3,100,-13,-30
O/N=C1\CCCc2ccc3ccccc3c21,-2,96,-7,-43
O=C(Nc1ccc(Oc2ncnc3cc(Cl)ccc23)nc1)Nc1cccc(C(F)(F)F)c1,-15,99,9,-2
COc1ccccc1Nc1nc(-c2cccc([N+](=O)[O-])c2)cs1,-21,100,10,-50
COc1ccc(NC(C)(C)c2nnnn2-c2c(C)cccc2C)cc1,-8,102,11,-30
O=C(CN1CCCCC1)NNc1nc(-c2ccccc2)c2cc(Br)ccc2n1,-19,98,-3,-44
O=C(CNC1CC1)Nc1cc(C(F)(F)F)ccc1Cl,24,103,9,20
CN(C)/C=C(\C(=O)c1ccccc1)c1nnnn1-c1ccc(F)cc1,10,101,-2,-14
NC(=O)[C@@H]1CC2(CC(c3cccc(NC(=O)COc4ccc(Cl)cc4)c3)=NO2)CN1C(=O)COc1ccc(Cl)cc1 (stereo partly specified),2,103,-16,-26
COc1ccc(CC(=O)N/N=C(\C)CC(=O)NCc2ccco2)cc1OC,-21,100,4,-50
CCn1c(CN2c3ccccc3Sc3ccccc32)n[nH]c1=S,2,101,6,-19
O=C(N/N=C/C=C\c1ccco1)c1ccccn1,-14,101,-5,-37
CCOc1ccc(NC(=S)N(CCOC)C(C)c2ccco2)cc1 (stereo unspecified),8,98,6,-146
O=[N+]([O-])c1ccc(N2CCN(C(=S)c3cccc([N+](=O)[O-])c3)CC2)cc1,-5,61,-4,-50
COc1cc(O)c(C(CC(=O)N2CCCC(C)C2)c2cc(OC)c(OC)c(OC)c2)c(OC)c1 (stereo unspecified),-15,102,-7,-38
CSc1ccc(/C=C(\NC(=O)c2ccc(C)cc2)C(=O)NN)cc1,-2,98,-32,-54
COc1cccc(/C=N/Nc2nc3ccccc3[nH]2)c1O,-46,99,-35,-81
Cc1cc(-n2c(C)cc(C(=O)CSc3nc(N)cc(=O)[nH]3)c2C)no1,3,98,25,-50
CC(C)NC(=O)NC(=O)COC(=O)/C=C/c1ccc2c(c1)OCO2,3,102,-12,-18
O=C1/C(=C/c2ccccn2)SC(=S)N1N1CCOCC1,-15,100,19,43
O=C(O)c1cc(NN=C2CCN(Cc3ccccc3)CC2)ccc1Cl,11,97,-6,-37
CN1C[C@@H]2C(c3ccccc3)C3(c4ccc(C#N)cc4)CC2(C3)[C@H]1c1ccccc1 (stereo partly specified),-26,98,3,-84

# Additional compounds follow:
SMILES,Pf gametocyte,RGS8-Gao,Mcl1 Noxa PPI,Mcl1-Bid inh
CSc1ccc(CNc2nc3ccccc3n3cnnc23)cc1,0,100,-12,-23
Cc1ccc(NNC(=O)c2cc(C)on2)c(C)c1,2,89,35,4
Cn1nc(-c2ccc(S(N)(=O)=O)s2)cc1C(F)(F)F,-10,100,0,-3
Cc1cc(-c2onc(C)c2C(=O)O)no1,11,105,25,-1
CC1(C)OC(=O)C(=Cc2ccc[nH]2)C(=O)O1,10,102,13,-14
O=C(COc1cccnc1[N+](=O)[O-])c1ccc(Cl)s1,-53,96,82*,80*
COc1ccc(C(=O)O/N=C(\N)Cc2ccc([N+](=O)[O-])cc2)c(OC)c1,-7,104,-4,-17
Cc1cc(C)c2nc3sc(C(=O)N4CCOCC4)c(N)c3cc2c1,-16,103,65*,-112
Cc1ccc(NC(=O)CN(C)S(=O)(=O)c2cccc3cccnc23)c(C)c1,0,97,4,-43
CCOC(=O)c1[nH]ncc1CN1CCC(Cc2cccc(OC)c2)(C(=O)OCC)CC1,-35,103,-17,-15
Cc1nc(C(=O)NCC(=O)c2ccccc2)c(C(F)(F)F)o1,16,97,11,5
Cn1c(=O)n(C)c2cc(/C=N/NC(=O)c3cc4cc(Br)ccc4o3)ccc21,10,106,28,-78
COCCCNC(=S)Nc1ccc(C)cc1,1,101,-2,-40
C#CCNc1c2c(nc3ncnn13)CC(C)CC2 (stereo unspecified),-23,100,2,-31
COc1cccc(C2=NOC(C(=O)Nc3cc(C)on3)C2)c1OC (stereo unspecified),0,97,9,-19
O=C1CCCCC/C1=N/Nc1ccc(OCc2ccccc2)cc1,8,101,26,-16
O=C(c1ccco1)N1CCC(N2CCN(c3ccccc3)CC2)CC1,12,101,17,-14
Cc1c(C(=O)O)sc(S(=O)(=O)N2CCNCC2)c1C(=O)O,5,103,9,5
COCCOC(=O)c1c(NC(=O)CNC2CCCc3ccccc32)sc(C(N)=O)c1C (stereo unspecified),-18,101,-3,-3
COc1ccc2nc(C(F)(F)Cl)c(C#N)c(N)c2c1,-29,102,23,6
O=C(NC(C(=O)N/N=C/c1cccnc1)c1n[nH]c(=O)c2ccccc12)c1ccccc1 (stereo unspecified),-4,100,-4,-8
O=C(Nc1cccc(Cl)c1)N1CCN(C2c3ccccc3-c3ccccc32)CC1,3,93,-7,2
CC(C)NCC(=O)Nc1c2c(nc3ccccc13)CCC2,-10,100,46,34
Cc1ccc(NCc2nnc(SCC(=O)NNC(=O)Cc3ccccc3)n2C)cc1,-11,93,-5,-166
Cn1cccc1/C=N\NC(=O)c1cncc(Br)c1,-7,98,18,-33
COCCNc1oc(/C=C/c2ccccc2)nc1C#N,1,99,-22,-33
CC(C)(C)OC(=O)NCCC(=O)N/N=C/c1ccc2ncccc2c1,14,91,-13,-6
OCCCN=C1CCCc2c1[nH]c1ccc(Cl)cc21,3,104,30,17
CC(C)CNCC1OCc2ccccc2CO1,21,103,1,-10
CN(CC1COc2ccccc2O1)C(=S)NC1CCCCC1 (stereo unspecified),10,100,40,-7
Cc1c(/C=N/NC(=O)c2cc(C(C)(C)C)[nH]n2)c2ccccc2n1C,-7,100,26,-90
CN1C(=S)N2CCCN2C1c1ccccc1 (stereo unspecified),3,97,2,-30
C/C(=N\Nc1cccc([N+](=O)[O-])c1)c1cc(F)ccc1O,-30,100,3,6
COC(=O)c1scc(S(C)(=O)=O)c1-n1cccc1,10,96,0,-26
CN(C)S(=O)(=O)c1cccc(NC(=O)COC(=O)CNC(=O)c2ccccc2F)c1,-1,102,22,-10
COc1cc2c(cc1OC)C(C)N(C(=O)c1nccnc1C(=O)O)CC2 (stereo unspecified),15,103,15,24
COc1ccc(C(=O)/C=C/Nc2ccc(S(=O)(=O)Nc3nc(C)cc(C)n3)cc2)c(OC)c1,22,101,13,-31
Cn1cc(Br)c(C(=O)Nc2sc3c(c2C#N)CCC3)n1,-4,93,18,-19
CNS(=O)(=O)c1cc(Cl)ccc1Sc1ccccc1C(=O)O,19,102,3,4
Cc1[nH]nc(Nc2ccc(Br)cc2)c1[N+](=O)[O-],3,103,0,-4
C/C(=N\NC(=O)c1cccc(S(=O)(=O)N2CCOCC2)c1)c1cc2ccccc2o1,-16,93,-47,-61
O=C(N/N=C/c1ccco1)c1cc(-c2ccc(Br)s2)[nH]n1,-16,96,10,-13
O=C(NCc1ccccc1)Nc1cc(Cl)ccc1Cl,-23,99,7,-6
C/C(=N/NC(=O)CNC(=O)COc1cccc(C)c1)c1ccco1,3,106,6,-33
Cc1ccc(C(C)C)c(OCC(=O)N/N=C/c2ccc(S(=O)(=O)O)o2)c1,7,101,-5,5

# An excerpt of these results, as tab-separated lines.
canonical_smiles	Pf gametocyte	RGS8-Gao	Mcl1 Noxa PPI	Mcl1-Bid inh
O=C(NCc1ccccc1)Nc1cc(Cl)ccc1Cl	-23	99	7	-6
C/C(=N\NC(=O)c1cccc(S(=O)(=O)N2CCOCC2)c1)c1cc2ccccc2o1	-16	93	-47	-61
Cn1cc(Br)c(C(=O)Nc2sc3c(c2C#N)CCC3)n1	-4	93	18	-19
Cc1c(/C=N/NC(=O)c2cc(C(C)(C)C)[nH]n2)c2ccccc2n1C	-7	100	26	-90
CN(C)S(=O)(=O)c1cccc(NC(=O)COC(=O)CNC(=O)c2ccccc2F)c1	-1	102	22	-10

# The list continues.
SMILES,Pf gametocyte,RGS8-Gao,Mcl1 Noxa PPI,Mcl1-Bid inh
COc1cc(OC)cc(C(=O)O/N=C(\N)c2ccccn2)c1,-14,102,-5,0
CCOc1ccc(C(=O)NCC(=O)OCC(=O)Nc2cccc(S(=O)(=O)N3CCCC3)c2)cc1,-17,98,2,-22
C/C=C(\C)C(=O)Nc1cccc(C2=NOC3(C2)C[C@@H](C(N)=O)N(C(=O)c2ccccc2C(=O)c2ccccc2)C3)c1 (stereo partly specified),0,106,-3,-32
O=C(NCc1cccnc1)c1ccccc1NS(=O)(=O)c1ccc(F)cc1F,2,101,23,-11

# Not all compounds are listed; the hit share may differ from the screen's.
